HTRA1 inh: HTRA1 serine protease inhibitors, primary screen, biochemical, fluorescence polarization, HTS. 340,000 compounds, 0.5% hits. inhibition, % at 5.96 µM. Q92743. recombinant HTRA1, FP-rhodamine activity-based probe; in the data active = inhibition above about 36%;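 also: 0% = enzyme with DMSO and 100% = wells lacking enzyme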
TCR CD3 inh: inhibitors of human TCR-CD3 interaction, primary screen, biochemical, fluorescence, TAMRA-labeled TCR probe; T-cell receptor (TCR); inhibition, % at 9.4 µM; 360,000 compounds, 0.37% hits; AID 651800, 2012; in the data active = inhibition above about 19%;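 also: recombinant mutant TCR 2C K166C tagged with TAMRA read by polarization; 0% = receptor in buffer alone and 100% = receptor with positive control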
PRMT1 inh: PRMT1 methyltransferase inhibitors, primary screen, biochemical, fluorescence polarization; Protein arginine N-methyltransferase 1 (Homo sapiens), Q99873; recombinant PRMT1, activity-based probe fluorescence polarization; inhibition, % at 2.79 µM; 370,000 compounds, 1.3% hits; AID 652257, 2013;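 active = inhibition above about 21% made by adding two undisclosed values, limit read from the data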
PG9 binder: binders of HIV-1 gp120 antibody PG9, primary screen, biochemical, TR-FRET; AID 624416, 2012; 360,000 compounds, 0.43% hits; HIV-1 gp120 / PG9 antibody interaction; TR-FRET gp120-PG9 antibody binding; inhibition, % at 6.7 µM; in the data active = inhibition above about 8.5%
LEDGF integ inh: blockers of LEDGF/p75-dependent integrase strand transfer – biochemical, TR-FRET, high throughput, primary screen | HIV-1 integrase (with human LEDGF/p75) | 370,000 compounds, 0.64% hits | inhibition, % at 3.7 µM | TR-FRET IN-LEDGF/p75 DNA integration, Eu/Cy5 | AID 743269, 2014;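 active = inhibition above the screen-wide mean plus 3 SD, cut at about 13% in these data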;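 also: signal is the Cy5 over europium emission ratio at 671 and 618 nm; 0% = plate median of compound wells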
DDE Tn7 FP inh: inhibitors of Tn7 peptide binding to fibrin DD(E), primary screen, biochemical, fluorescence polarization, human fibrin, Tn7 probe. Fibrinogen beta chain (Homo sapiens), P02675. 370,000 compounds, 0.13% hits. inhibition, % at 8.3 µM. FP displacement of FITC-Tn7 peptide from fibrin DD(E); 0% = median of compound wells per plate;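 active = inhibition above the mean of compounds falling within the control limits plus 3 SD of them, cut at about 14% in these data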;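 also: 0% = plate median of compound wells and 100% = 10 µM Aha-Tn7 peptide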
Target sequence (P02675 whole entry, looked up): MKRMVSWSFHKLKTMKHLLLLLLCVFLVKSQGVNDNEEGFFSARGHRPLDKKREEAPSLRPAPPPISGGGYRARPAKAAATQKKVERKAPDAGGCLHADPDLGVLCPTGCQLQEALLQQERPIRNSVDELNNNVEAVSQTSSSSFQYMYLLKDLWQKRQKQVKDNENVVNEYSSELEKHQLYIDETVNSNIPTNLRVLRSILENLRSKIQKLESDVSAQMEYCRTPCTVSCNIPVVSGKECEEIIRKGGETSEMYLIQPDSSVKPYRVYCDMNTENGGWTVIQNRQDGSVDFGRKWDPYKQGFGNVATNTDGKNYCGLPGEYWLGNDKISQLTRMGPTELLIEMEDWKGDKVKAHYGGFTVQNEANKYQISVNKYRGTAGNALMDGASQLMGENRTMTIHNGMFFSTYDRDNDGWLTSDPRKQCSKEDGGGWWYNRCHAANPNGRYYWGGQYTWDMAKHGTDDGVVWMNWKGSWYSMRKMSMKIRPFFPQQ
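Assay system: Human clot-derived fibrin DD(E) complex | Buffer or medium: Tris/NaCl/CaCl2 buffer, pH 7.8 | Repeats: One replicate per compound | Benchmarks: Aha-Tn7 high control | Measure: % inhibition scaled between sample-field median and high-control FP | Schedule: 10 min plus 3 h, room temperature | Signal: Fluorescence polarization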
UHRF1 MBD2 ctr: UHRF1 methylated DNA binding inhibitors, primary screen, counter-screen for MBD2 inhibitor project, biochemical, TR-FRET, human UHRF1, single concentration; E3 ubiquitin-protein ligase UHRF1 (Homo sapiens), Q96T88; UHRF1 binding to methylated oligo; inhibition, % at 4.4 µM; 370,000 compounds, 0.75% hits; AID 687016, 2013; in the data active = inhibition above about 21%;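 also: UHRF1 SRA domain binding a hemimethylated CpG hairpin DNA probe; 0% = median of test compound wells and 100% = reference inhibitor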
TDP2 absorb: human TDP2 enzyme inhibitors, primary screen, biochemical, epi absorbance, recombinant enzyme; Tyrosyl-DNA phosphodiesterase 2 (Homo sapiens), O95551; T5PNP hydrolysis, p-nitrophenol absorbance 415 nm; inhibition, % at 12.8 µM; 370,000 compounds, 0.34% hits; AID 720702, 2013;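 active = inhibition above the mean of all tested compounds plus 3 SD, set per campaign, cut at about 25% in these data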;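 also: 0% = DMSO with enzyme and 100% = buffer with substrate but no TDP2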
Target sequence (O95551 whole entry, looked up): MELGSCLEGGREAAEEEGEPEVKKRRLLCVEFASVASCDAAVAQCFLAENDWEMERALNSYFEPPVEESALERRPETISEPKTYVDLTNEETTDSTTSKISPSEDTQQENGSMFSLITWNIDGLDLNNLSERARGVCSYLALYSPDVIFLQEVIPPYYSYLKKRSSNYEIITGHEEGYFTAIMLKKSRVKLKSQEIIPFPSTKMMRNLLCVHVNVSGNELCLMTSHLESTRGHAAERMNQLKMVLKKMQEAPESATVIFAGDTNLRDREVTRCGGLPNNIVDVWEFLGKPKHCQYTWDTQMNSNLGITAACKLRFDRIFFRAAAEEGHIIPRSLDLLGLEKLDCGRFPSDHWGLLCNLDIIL
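Test system: human TDP2 enzyme; Input: 120 nM TDP2 per well; Buffer or medium: Mg2+-containing Tris-HCl buffer, pH 7.5; Reagent: 5 mM T5PNP; Dosing: 12.8 µM single point, 1% DMSO; Incubation: reaction 2 h, 37 °C; Detection: p-Nitrophenol epi absorbance; Read-out: % inhibition relative to enzyme-containing and enzyme-free wells; Replicates: single well per compound.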
SIAE inh: human SIAE inhibitors, primary screen, biochemical, fluorescence polarization, FP-Rh probe, 1536-well HTS; Sialate O-acetylesterase (Homo sapiens), Q9HAT2; SIAE FP-Rh probe binding; inhibition, % at 9.66 µM; 370,000 compounds, 0.69% hits; AID 1053197, 2014;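 active = inhibition above a cutoff: mean of compounds within the control limits plus 3 SD of those, cut at about 17% in these data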;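 also: 0% = plate median of compound wells and 100% = probe without SIAE protein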
mABHD4 FP: ABHD4 inhibitors, primary screen, biochemical, fluorescence polarization, mouse. (Lyso)-N-acylphosphatidylethanolamine lipase (Mus musculus), Q8VD66. 370,000 compounds, 0.54% hits. AID 720543, 2013. inhibition, % at 8.92 µM. purified mABHD4, FP-Rh probe fluorescence polarization;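 active = inhibition exceeding the mean over every tested compound plus 3 SD, cut at about 30% in these data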;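 also: 0% = plate median of compound wells and 100% = S159A mutant with DMSO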
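Assay system: Wild-type mouse ABHD4 protein | Medium: HEPES pH 7.0 buffer, 150 mM NaCl, 0.01% Pluronic F-127 | Incubation: Enzyme–compound pre-incubation 45 min, then probe 60 min, both 25 °C | Technique: Fluorescence polarization with parallel and perpendicular emission, 525/598 nm | Evaluation: % inhibition of FP-Rh probe binding versus controls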
Numbers without * were called inactive; / = no result given.

Every second line gives: HTRA1 inh	TCR CD3 inh	PRMT1 inh	PG9 binder	LEDGF integ inh	DDE Tn7 FP inh	UHRF1 MBD2 ctr	TDP2 absorb	SIAE inh	mABHD4 FP
[1] C=C(C)Cn1c(CCNC(=O)c2ccco2)nc2ccccc21
    -0.9	5.6	-0.1	-3.4	4.0	1.0	0.5	4.1	10.1	-3.0
[2] O=C(OCC(=O)N1CCN(C(=O)c2ccco2)CC1)c1sc2ccccc2c1Cl
    -4.2	6.5	5.0	0.3	7.4	0.2	2.3	-10.3	5.5	-2.0
[3] CCOC(=O)c1cc2c(=O)c3ccccc3oc2nc1C
    -1.5	-5.1	0.2	-2.7	-2.1	8.2	2.0	4.4	-7.8	-2.9
[4] COC(=O)c1cccc(-n2nnnc2SCC(=O)Nc2cc(C)on2)c1
    -0.1	5.8	-2.9	0.1	-0.5	-1.1	0.5	0.1	2.4	-5.4
[5] COc1cccc(/C=N/NC(=O)c2cc3c(OC)cccc3[nH]2)c1O
    9.9	18.9	-2.1	-2.0	-5.5	-1.9	-2.1	1.4	5.3	16.6
[6] COC(=O)c1cc(C(=O)OC)cc(-n2c(C)cc(C=O)c2C)c1
    -3.0	-2.1	5.2	0.8	-2.2	-5.2	5.2	-4.1	-12.3	-7.5
[7] COc1ccc(Cl)cc1NC(=O)CN1C(=O)NC2(CCCC2)C1=O
    4.3	5.4	-2.2	-1.7	6.1	-6.3	0.6	-0.9	0.8	1.1
[8] Cc1cc(C)c2nc(-c3ccncc3)cc(C(=O)N3CCN(Cc4ccccc4Cl)CC3)c2c1
    -52.1	-10.2	2.7	0.7	-1.6	-2.4	5.0	-8.0	-6.0	-6.7
[9] O=C(CCc1ccccc1)NCc1cccnc1
    1.2	4.5	-2.1	-0.1	-0.1	-5.1	9.7	-4.7	-2.9	1.6
[10] O=C(O)C(Oc1ccc2c(-c3ccccc3)cc(=O)oc2c1)c1ccccc1 (stereo not given)
    -3.3	10.8	4.3	2.1	3.8	5.8	1.4	6.6	6.1	-1.6
[11] O=S(=O)(Nc1ccccc1O)c1ccc(-c2ccccc2)cc1
    -21.1	5.5	-3.2	1.1	3.0	-2.6	-2.3	3.5	-7.6	-23.9
[12] O=C1NC2(CCCCCC2)Oc2ccccc21
    -2.0	1.0	0.3	0.7	-3.2	3.9	5.0	-12.7	-5.1	-0.7
[13] CCC(=O)Nc1cccc(C(=O)/C=C/c2ccccc2)c1
    -18.0	7.0	2.4	-1.5	-1.1	5.3	-2.6	-14.6	-8.6	-14.9
[14] O=C(O)CC1C(=O)NCCN1C/C=C/c1ccccc1 (stereo not given)
    8.8	-2.8	4.5	-1.6	-0.5	3.3	-1.2	6.1	0.7	-1.6
[15] COC(=O)c1c(C)[nH]c(C=O)c1-c1ccccc1
    /	-1.5	-0.9	0.6	2.7	0.0	0.4	1.4	-1.1	1.1
[16] COc1cccc(C(=O)Nc2ccc(C(=O)O)cc2)c1
    -3.0	-1.4	1.8	0.1	-4.1	3.3	1.8	-1.0	-9.1	-15.9
[17] COc1cccc(C(=O)N2CCC(n3nccc3NC(=O)CCOc3ccccc3)CC2)c1
    -2.6	0.4	1.4	1.3	-2.4	-8.0	-1.1	18.7	0.3	1.8
[18] O=C(Nc1nnc(CCc2ccccc2)s1)c1cccs1
    0.1	3.7	-0.7	-0.7	-2.4	-2.2	1.0	6.0	3.0	-1.0
[19] CCC1=C(OC(=O)N(CC)CC)N2C(=O)OC(=NCC3CC3)[C@]2(Cc2ccccc2)[C@H]2C1=CC[C@H]1C(=O)N(C)C(=O)[C@H]12
    -1.4	-1.6	4.6	1.0	-1.0	-6.2	2.2	-10.8	3.1	8.2
[20] CCOc1ccccc1NC(=O)CCNC(=O)C1CCN(S(=O)(=O)c2ccccc2)CC1
    1.3	-4.3	7.1	-0.9	-1.9	-1.8	0.9	-6.3	-4.0	3.3
[21] O=C(COC(=O)c1ccc(Br)o1)NC12CC3CC(CC(C3)C1)C2
    -15.1	3.1	1.2	-0.7	-0.3	-1.3	-1.1	0.7	-2.1	-0.2
[22] COC(=O)[C@]12C[C@H](CC(=O)N3CCCCC3)C(=O)N(Cc3ccco3)C1=C[C@H](C(C)(C)C)O[C@@H]2C
    /	/	-5.8	/	5.5	-6.4	0.6	-4.5	-2.6	6.6
[23] CN1C(=O)C(C(=O)NC(C)(C)C)C2c3ccccc3OC13CCCCC23 (stereo not given)
    -1.3	2.5	0.2	0.8	0.1	3.1	-1.4	3.8	-4.2	0.7
[24] Cc1ccc(OCC(=O)O/N=C(\N)Cc2ccc(Cl)cc2)cc1
    -10.4	6.9	-2.3	-0.1	3.5	4.4	-2.5	4.8	2.4	0.7
[25] C#CCOCCOCCOCCNc1nc(N2CCN(C(=O)Cn3cc(CCCN=C(N)N)nn3)CC2)nc(N2CCN(C(=O)[C@H](CCCCN)n3cc(CCCC)nn3)CC2)n1
    -5.5	-5.0	0.2	0.6	0.1	-1.6	10.2	-3.0	0.8	1.8
[26] COC(=O)Oc1ccc(/C=N/NC(=O)CN(c2ccccc2Br)S(C)(=O)=O)cc1OC
    8.2	-1.3	-2.5	-1.9	3.1	-4.9	1.2	7.6	21.7*	-0.6
[27] O=C(CC1SC(=O)NC1=O)Nc1ccc(Cl)cc1 (stereo not given)
    1.6	6.4	40.1*	-1.3	3.8	-4.4	-1.0	6.3	1.5	-5.7
[28] CC(=O)c1sc(NC(=O)c2ccc(C)c(C)c2)nc1C
    9.0	1.1	-8.9	-0.5	2.2	-1.0	1.5	-3.2	7.5	0.7
[29] CCCc1noc(-c2ccc(-c3ccccc3)cc2)n1
    -8.9	5.4	-1.9	-0.8	-3.6	2.7	-1.4	12.2	-3.8	-0.8
[30] O=C(O)Cc1ccc(NS(=O)(=O)c2c(Cl)cccc2Cl)cc1
    2.8	-4.0	3.3	1.1	-3.2	1.8	-2.9	9.3	7.5	3.4
[31] CCC[C@H]1[C@@H](NC(=O)NCC)CC[C@@]23CCCN2C(=O)CCC[C@@H]13
    /	/	-2.6	/	6.7	-1.1	1.2	-8.5	1.4	-5.0
[32] Cc1cccc(CN2CCCC(C(=O)c3ccc4c5c(cccc35)CC4)C2)n1 (stereo not given)
    -10.1	10.5	-0.4	-1.0	7.3	-0.7	-3.1	-3.0	2.6	4.6
[33] Cc1cccn2c(=O)c3cc(C(=O)NCc4ccc(F)cc4)c(=N)n(CCCN4CCOCC4)c3nc12
    -1.4	4.0	-1.4	-3.6	0.9	2.9	-0.8	-11.7	-2.7	2.7
[34] CC(C)c1ccc(COC(=O)CN2C(=O)NC3(CCCCC3C)C2=O)cc1 (stereo not given)
    -9.1	-5.7	2.0	0.0	-1.4	1.6	2.1	1.3	7.3	17.5
[35] COc1ccc2cc3[n+](cc2c1O)CCc1cc2c(cc1-3)OCO2
    /	24.5*	11.3	-3.3	27.2*	0.2	7.5	23.6	20.5*	31.5*
[36] O=C(CN1C(=O)c2cccc3cccc1c23)Nc1ccc(S(=O)(=O)N2CCOCC2)cc1
    -11.4	1.0	-0.6	-1.5	-2.3	3.6	-3.9	4.6	-12.1	-3.5
[37] Cc1ccc(C(=O)N/C(=C\c2ccccc2)C(=O)OCc2ccccc2)cc1
    -25.3	-1.2	5.2	1.0	-0.1	-0.1	14.0	7.5	-5.7	2.3
[38] Cc1cc(/C=C2\NC(=O)NC2=O)c(C)n1-c1ccc(N2CCOCC2)cc1
    1.0	1.1	-6.1	-4.3	4.2	0.1	0.4	-1.1	3.1	6.5
[39] COc1c(O)ccc2cnn(-c3ccccc3C)c(=O)c12
    -1.4	-3.8	-0.1	-1.8	-1.2	-1.5	-1.6	-8.1	-1.0	7.1
[40] COc1ccc(CCNC(=O)c2c(O)c3cc(OC)c(OC)cc3[nH]c2=O)cc1OC
    -1.6	-5.6	-4.5	1.0	2.7	-0.7	-1.2	-9.1	-4.1	-0.3
[41] O=C(Nc1nc2ncccn2c1-c1ccc(F)cc1)c1ccc(F)cc1
    /	/	-12.2	/	4.6	-4.0	-2.0	-1.2	-2.6	2.6
[42] O=C(NCCc1ccccc1)c1cccc(S(=O)(=O)NCc2ccccc2)c1
    -11.1	-3.6	4.0	-1.1	-6.1	6.1	2.7	-9.8	-9.6	-7.1
[43] COc1ccc([N+](=O)[O-])cc1NC(=O)C(C)OC(=O)C1CCC1 (stereo not given)
    -2.3	-0.3	0.7	2.0	-1.4	-0.4	-0.1	-6.5	-1.1	-3.2
[44] COc1cccc(NC(=O)C(Cc2ccccc2)n2cccc2)c1 (stereo not given)
    -24.2	1.3	-5.1	-2.1	1.0	-7.8	2.0	3.3	-3.3	-12.3
[45] CCOC(=O)c1c(NC(=O)COC(=O)c2nccnc2N)sc2c1CCC2
    1.4	-0.5	14.6	-4.7	-1.1	5.0	-0.2	8.1	3.7	10.2
[46] CCN(CC)CCNC(=O)c1ccc(NC(=O)c2cc(S(=O)(=O)N3CCCCC3)ccc2N2CCOCC2)cc1
    7.2	1.4	-3.3	-0.7	-0.4	-7.3	-2.8	3.7	-1.2	3.6
[47] S=c1[nH]nc(CCc2ccccc2)n1Cc1ccccc1
    -3.7	-3.6	-0.8	0.8	-0.3	3.2	-1.3	0.0	0.7	-4.8
[48] CCOc1ccccc1C1C(C#N)=C(N)Oc2cc(N)ccc21 (stereo not given)
    9.0	-2.0	7.9	-1.6	11.6	-8.9	-5.0	3.0	4.3	30.7*
[49] Cc1cc(C)c(OCC(=O)Nc2ccc(NC(=O)c3ccco3)cc2)c([N+](=O)[O-])c1
    -2.7	2.9	0.0	-0.8	0.0	-0.1	-0.1	3.3	-5.3	-1.3
[50] Cc1c(C(=O)Nc2ccncc2)sc2nc(-c3ccccc3)cn12
    -9.8	-0.1	0.8	-1.8	-1.3	1.4	-0.6	-1.1	-15.1	-7.3

High-throughput results as filed in PubChem.
